Compound activity: PubChem, several laboratories
LAP4 TOR yeast: modulators of TOR pathway LAP4-GFP in S. cerevisiae; S. cerevisiae LAP4-GFP multiplex, flow cytometry GFP, 3 h; median GFP as percent of DMSO wells; GFP response vs DMSO, % at 10 µM; hit rate 0.34% among 320,000; AID 2023;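 active means GFP response vs DMSO above a set limit, about the screen mean plus 3 SD, cut at about 150% in these data; inconclusive means under 70 cell events counted for the yeast strain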
RPL19A TOR yeast: modulators of TOR pathway RPL19A-GFP in S. cerevisiae | percent response vs DMSO, % at 10 µM | hit rate 0.3% among 330,000 | S. cerevisiae RPL19A-GFP strain, flow cytometry, 3 h; active compounds read low;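 active means percent response vs DMSO below 50%; inconclusive means fewer than 70 events counted for the yeast strain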;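 further: median channel GFP fluorescence of the barcoded RPL19A-GFP strain; ratio of sample median GFP to plate DMSO average so 100% = DMSO; lower means less RPL19A-GFP as with rapamycin TOR inhibition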
AHR activator: activators of human aryl hydrocarbon receptor. hit rate 2.5% among 320,000. activation, % at 5 µM. P35869. AHR-responsive luciferase reporter cells, luminescence; in the data active means activation above about 47%;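 further: 0% = vehicle wells and 100% = reference agonist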
Target sequence (P35869 whole entry, looked up): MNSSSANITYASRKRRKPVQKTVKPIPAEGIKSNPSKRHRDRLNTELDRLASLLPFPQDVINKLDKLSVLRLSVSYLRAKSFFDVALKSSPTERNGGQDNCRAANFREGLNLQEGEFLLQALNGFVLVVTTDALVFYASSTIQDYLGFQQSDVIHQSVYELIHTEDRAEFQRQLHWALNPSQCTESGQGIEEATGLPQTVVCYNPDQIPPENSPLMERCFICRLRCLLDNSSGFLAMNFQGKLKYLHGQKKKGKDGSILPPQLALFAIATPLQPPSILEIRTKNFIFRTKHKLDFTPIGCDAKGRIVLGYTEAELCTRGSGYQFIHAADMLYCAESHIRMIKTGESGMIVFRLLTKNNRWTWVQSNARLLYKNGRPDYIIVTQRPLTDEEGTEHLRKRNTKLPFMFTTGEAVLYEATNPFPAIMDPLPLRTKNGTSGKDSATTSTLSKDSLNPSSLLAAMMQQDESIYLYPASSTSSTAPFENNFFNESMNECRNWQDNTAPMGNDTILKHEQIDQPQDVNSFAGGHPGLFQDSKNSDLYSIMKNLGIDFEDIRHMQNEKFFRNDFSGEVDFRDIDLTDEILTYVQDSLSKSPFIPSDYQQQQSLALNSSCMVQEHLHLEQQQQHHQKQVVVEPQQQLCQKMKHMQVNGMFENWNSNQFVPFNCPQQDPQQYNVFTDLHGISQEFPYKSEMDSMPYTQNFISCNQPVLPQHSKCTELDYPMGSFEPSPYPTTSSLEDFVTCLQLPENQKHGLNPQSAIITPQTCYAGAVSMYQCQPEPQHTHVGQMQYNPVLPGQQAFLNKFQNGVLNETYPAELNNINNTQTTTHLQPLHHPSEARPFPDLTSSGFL
CR mimetic SO: caloric restriction mimetics inhibiting age-related superoxide in yeast; superoxide response (% of plate mean), % at 10 µM; S. cerevisiae aged cells, superoxide DHE fluorescence; active compounds read low; hit rate 0.18% among 330,000;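 active means superoxide response under a set limit, about three screen SD below normal, cut at about 65% in these data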;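 further: yeast aged for seven days with compound at 30 °C before DHE staining; 100% = average MFI of all compound-treated wells on the plate with controls excluded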
MEP2 TOR yeast: alters MEP2-GFP fluorescence in TOR pathway yeast screen; S. cerevisiae MEP2-GFP strain, flow cytometry GFP, 3 h; 100% = DMSO control level; GFP response vs DMSO, % at 10 µM; hit rate 0.51% among 330,000; AID 2016;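 active means GFP response versus DMSO above a set limit, roughly screen mean plus 3 SD, cut at about 180% in these data; inconclusive means fewer than 70 cells counted for a yeast strain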;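 further: median GFP fluorescence of the barcode-gated MEP2-GFP cells per well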
procasp3 activ: activators of human procaspase-3; AID 463141; hit rate 0.11% among 330,000; activation, % at 8.5 µM; recombinant procaspase-3 D3A, Ac-DEVD-pNA absorbance 405 nm; P42574;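 active means activation above the mean of all tested compounds plus 3 SD, cut at about 21% in these data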;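 further: 0% = DMSO alone and 100% = DMSO wells spiked with extra 5 µM PC-3 D3A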
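material = Procaspase-3 D3A mutant | probe or stimulus = Ac-DEVD-pNA | compound = single dose, 8.5 µM nominal compound, 0.8% DMSO | timing = 1 h preincubation, 2 h reaction | measured by = 405 nm absorbance of p-nitroaniline, reads at 0 and 120 min | benchmarks = DMSO-only low control, 5 µM PC-3 D3A high control | repeats = singlicate, each compound tested once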
GASC-1 inh: inhibitors of human GASC-1 (JMJD2C) demethylase | inhibition, % at 2.35 µM | GST-JMJD2C(1-420) H3K9me3 demethylation, DELFIA europium | hit rate 0.069% among 330,000;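 active means more than half of a compound's replicate wells show inhibition beyond 50%, single wells judged on their own value; inconclusive means some, but no more than half, of replicates pass 50% inhibition; inactive means no replicate passes 50% inhibition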;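 further: signal counts dimethyl H3K9 product captured on neutravidin plate; 0% = median of DMSO wells and 100% = 0.3 times that DMSO median; strong numbers were not always called active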
procasp7 counter: activates human procaspase-7, counter-screen for procaspase-3 activators | recombinant procaspase-7, Ac-DEVD-pNA absorbance 405 nm; D23A/D198A/D206A triple mutant, cannot self-cleave; scale: DMSO 0, 5 µM enzyme 100 | activation, % at 8.5 µM | hit rate 0.093% among 330,000 | AID 463210;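 active means percent activation above the screen-wide mean plus 3 SD, cut at about 25% in these data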
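Test system: Procaspase-7 triple mutant (PC-7 D3A). Also added: Ac-DEVD-pNA substrate, 400 µM as added. Schedule: 1 h enzyme–compound preincubation and 2 h substrate reaction, both 25 °C. Signal: p-Nitroaniline absorbance at 405 nm, read at 0 and 120 min. Control set: low DMSO alone, high DMSO plus 5 µM PC-7.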
Numbers without * were called inactive; i = inactive; ? = inconclusive; . = not tested or not shown. Compounds as they come; 3.8% or so of the library scored in one or more.

SMILES	LAP4 TOR yeast	RPL19A TOR yeast	AHR activator	CR mimetic SO	MEP2 TOR yeast	procasp3 activ	GASC-1 inh	procasp7 counter
O=C(NCc1ccco1)C(=O)NCC1OCCN1S(=O)(=O)c1cc(F)ccc1F (stereo not given)	105	97	-1	102	99	9	-1	6
Cc1ccc(S(=O)(=O)N2CCC(C(=O)N/N=C/c3cccn3C)CC2)cc1	90	101	0	98	100	10	-1	-10
Cc1ccc(Nc2nc(COC(=O)COc3ccc(C=O)cc3)cs2)cc1	113	107	8	92	108	-7	0	-14
NC(=O)c1ccc(Cl)c2ccccc12	94	98	-1	94	88	-4	-12	1
O=C(Cn1cnc2scc(-c3ccccc3)c2c1=O)NCc1ccco1	94	107	1	98	102	2	-10	4
CCCc1cc(=O)[nH]c2nnc(SCC(=O)Nc3ccc(NC(C)=O)cc3)n12	110	93	2	86	95	5	6	7
CC(=O)Nc1ccc(OCC(=O)NCCc2ccc(Cl)cc2)cc1	102	98	0	95	96	-5	16	0
CCc1nnc(N/N=C/c2cc(Br)c(O)cc2O)n1N	95	104	18	99	110	-4	58*	-11
CN1CCN(C2CC(=O)N(CCc3ccccc3)C2=O)CC1 (stereo not given)	115	100	-1	87	100	6	25	-5
COc1ccc(OC)c(/C=C/C(=O)OCC(=O)Nc2ccc(Cl)c(S(=O)(=O)N(C)C)c2)c1	111	97	0	94	96	10	-11	16
COc1ccc(S(=O)(=O)N(C)c2ccc(C(=O)NCC3CCCO3)cc2)cc1 (stereo not given)	100	100	1	97	101	10	0	6
CC1CCN(C(=O)c2ccc(S(=O)(=O)N3CCOCC3)cc2)CC1	89	99	-1	102	94	8	-31	-10

Results in RPL19A TOR yeast and MEP2 TOR yeast (2 entries from above):
SMILES,RPL19A TOR yeast,MEP2 TOR yeast
Cc1ccc(S(=O)(=O)N2CCC(C(=O)N/N=C/c3cccn3C)CC2)cc1,101,100
Cc1ccc(Nc2nc(COC(=O)COc3ccc(C=O)cc3)cs2)cc1,107,108

(cont.)
SMILES	LAP4 TOR yeast	RPL19A TOR yeast	AHR activator	CR mimetic SO	MEP2 TOR yeast	procasp3 activ	GASC-1 inh	procasp7 counter
Cc1cc(C)nc(SCC(=O)NC2=NC(=O)C(C)S2)n1 (stereo not given)	99	100	0	92	105	1	1	-24
O=C(CSc1ccc(-c2ccccn2)nn1)NC1CCCCC1	118	102	0	87	104	1	21	1
COc1ccc(N2CCN(C(=O)COC(=O)CCOc3ccccc3C)CC2)cc1	95	91	3	109	96	-8	8	-3
O=C(Nc1ccc(N2CCCC2)c(Cl)c1)c1cccs1	92	99	2	97	98	-1	4	-5
COc1ccccc1NC(=O)C(=O)N/N=C(\C)CC(=O)Nc1ccc(OCc2ccccc2)cc1	115	98	-3	106	103	-2	5	5
COc1ccc(CNC(=O)CSc2nnnn2Cc2ccccc2)cc1	96	97	-1	99	98	3	52*	2
O=C(NC1CCS(=O)(=O)C1)c1cccc(Cl)c1 (stereo not given)	95	101	0	90	99	8	45	2
COCCSc1ccccc1C(=O)NCc1ccco1	101	105	-1	100	104	-7	1	-7
COC(=O)c1sccc1NC(=O)c1c(-c2ccccc2)noc1C	87	99	4	96	100	7	-6	-4
CSc1ccc(C(=O)C2CCCN(C(=O)c3cc4cc(F)ccc4[nH]3)C2)cc1 (stereo not given)	99	97	35	114	97	-6	-1	16
O=c1c(-c2ccc3c(c2)OCCO3)c(C(F)(F)F)oc2cc(O)cc(O)c12	113	99	1	106	102	-2	-1	8
Cc1n[nH]c(C)c1S(=O)(=O)N1CCCC(C(=O)NCC2COc3ccccc3O2)C1 (stereo not given)	99	100	0	110	107	-1	2	5
COc1ccccc1-c1nc(C#N)c(NCc2ccc(F)cc2)o1	95	95	10	104	103	1	30	-6
CC(=O)c1ccc(NC(=O)C[n+]2ccccc2)cc1	103	96	2	98	99	6	4	0
O=C(Oc1ccccc1Cl)c1ccc(N2CCOCC2)c([N+](=O)[O-])c1	101	113	3	111	92	1	0	-2
COc1ccccc1C(=O)NC(=O)CSc1nc(C)cs1	112	99	2	90	96	-4	-2	4
O=[N+]([O-])c1cc2c(cc1CN1CCN(c3ccc(F)cc3)CC1)OCO2	98	101	0	105	111	7	-3	-1
COc1ccc(NS(=O)(=O)c2ccc(OC)c(NC(=O)CNC(=O)c3ccc(OC)cc3)c2)cc1	115	100	1	119	112	2	3	-2
CN(C)N=Nc1ccc(S(=O)(=O)/N=C(\O)c2ccccc2)cc1	90	107	0	97	105	5	2	15
Cc1ccc(NC(=O)CSc2nnc(C3CCCCC3)n2N)cc1F	102	98	2	108	98	-2	i	3
C/C(=N\NC(=S)NC1CCCCC1)c1ccc(OC(F)F)cc1OC(F)F	116	90	8	103	104	8	7	-2
CCCC1=NN(C(=O)CCc2ccccc2O)C(O)(C(F)(F)F)C1 (stereo not given)	130	97	-2	85	115	-7	-4	13
COc1cccc(CNC(=O)C2CCN(S(=O)(=O)c3ccc4c(c3)CCC(=O)N4)CC2)c1	99	101	-2	101	100	1	-2	7
O=C(O)c1cc(N/N=C/C=C/c2ccccc2[N+](=O)[O-])ccc1Cl	117	105	30	112	106	6	3	-11
N#CC1=C(N)N(c2ccccc2)C(c2ccco2)C1(C#N)C#N (stereo not given)	102	104	9	97	104	-4	-16	2
CCc1ccc(C(=O)C(C)OC(=O)Cn2[nH]c(=O)c3ccccc3c2=O)cc1 (stereo not given)	92	92	-1	102	92	-7	10	2
Cc1cccc(-n2c(C)cc(/C=N/O)c2C)c1	104	99	24	104	98	1	-2	2
CCN(C[C@H]1N[C@@](C)(C(=O)OC)[C@H]2C(=O)N(C)C(=O)[C@@H]12)C(=O)c1ccc(C)cc1	95	94	1	99	100	9	1	-1
CCc1noc(C)c1C(=O)NCCc1c[nH]c2ccccc12	98	96	2	104	93	6	-25	-1
CC(C)OC(=O)CSc1nc2c(cc1C#N)CCCCC2	90	96	5	102	102	3	-2	1
O=C1CCCc2nc(N3CCN(C(c4ccccc4)c4ccccc4)CC3)ncc21	95	101	3	99	103	-4	-13	-4
Cc1ccc2nc(SCC(=O)N3CCCCC3)nc(=O)n2c1	108	94	10	106	98	2	7	6
CCN(CC(=O)Nc1ccc(NC(C)=O)cc1)C(=O)/C=C/c1ccco1	114	97	0	103	98	1	-2	2
O=C([C@H](Cc1ccc(O)cc1)n1cc(CCO)nn1)N1CCNCC1	110	103	-3	97	102	4	3	7
COC(=O)c1ccccc1NC(=O)COc1ccc(S(=O)(=O)N2CCCC2)cc1C	103	100	-1	107	103	2	20	-6
COc1ccc(C(=O)NCCn2cc(SCC(=O)Nc3nnc(C)s3)c3ccccc32)cc1	101	99	3	92	107	-7	?	-3
COc1ccc(N(C(=O)c2snc(C(N)=O)c2N)C(C(=O)NCc2ccccc2)c2ccc(F)cc2)c(OC)c1 (stereo not given)	87	95	1	119	104	6	-7	-77
COc1ccc(CNC(=O)COc2ccc(C)nc2[N+](=O)[O-])cc1	101	93	9	110	104	2	0	2
CCN(CC)CCn1c2ccc(F)cc2c2nc(C)sc21	97	96	4	92	102	-2	24	12
CCOC(=O)C(O)(CC(=O)Nc1ccc(Cl)cc1Cl)C(F)(F)F (stereo not given)	104	97	3	97	103	-2	-1	-3
Cc1cc(C)nc(N(C#N)CN2C(=O)c3ccccc3C2=O)n1	102	100	2	110	96	12	-4	8
CCCCNC(=O)COc1ccccc1[N+](=O)[O-]	87	101	2	109	102	-3	-4	-1
CSC1=N/C(=C\c2ccc3c(c2)OCO3)C(=O)S1	91	94	4	104	98	0	6	-7
CC(Oc1ccccc1Cl)C(=O)/C=C/N(C)C (stereo not given)	94	95	-3	89	96	0	-16	-11
COc1ccc(C2Nc3ccccc3C(=O)N2c2ccc(C)cc2)cc1Cn1cc([N+](=O)[O-])cn1 (stereo not given)	96	97	9	109	99	2	116	4
COc1ccc2oc(-c3cccc(NC(=O)CSc4ccc(Cl)cc4)c3)nc2c1	103	104	29	110	107	4	10	3
O=C(COC(=O)Cc1c(F)cccc1Cl)NC(=O)c1ccccc1	75	70	-2	100	84	10	13	12
Cc1ccc(C(=O)OCC(=O)N(CC(C)C)c2c(N)n(Cc3ccccc3)c(=O)[nH]c2=O)cc1[N+](=O)[O-]	101	100	1	107	101	3	1	1
CC(=O)NC(CC(C)C)C(=O)NC(=O)NCc1ccccc1 (stereo not given)	102	99	1	89	104	-3	4	10
C=CCN(C(=O)Nc1ccc2oc(C)nc2c1)c1ccccc1	100	100	14	88	107	-16	-16	-22
COc1cc2c(C(=O)Nc3ccc4c(c3)OCO4)cn(CC(C)C)c(=O)c2cc1OC	101	98	21	103	101	5	-18	13
CC(C)CCNC(=O)Cn1c(NCCC(C)C)nc2c1c(=O)n(C)c(=O)n2C	91	104	-3	87	98	6	-11	19
CCc1nnc(NC(=O)CSc2nnc(-c3c[nH]c4ccccc34)n2CC)s1	95	99	-1	92	96	-1	-46	9
COc1cc(C2NCC(c3ccc(Cl)cc3Cl)c3c2[nH]c2ccccc32)cc(OC)c1OC (stereo not given)	89	103	0	102	93	1	1	10
COc1cc(OC)cc(C(=O)N[C@H](C(=O)OCC(=O)NC(=O)c2cccn2C)C(C)C)c1	102	111	1	113	107	-8	0	-4
Cc1c(S(=O)(=O)N2CCOCC2)c(=O)n(C)c(=O)n1C	100	94	0	105	108	0	6	10
CCOC(=O)CNC(=S)N(CCCN1CCN(C)CC1)Cc1cccs1	93	98	2	114	109	0	-12	-4
O=C(c1ccncc1)N1CCN(c2ccc3ccccc3n2)CC1	102	101	-1	87	105	-7	16	-1
CCCCc1c(O)nc(SCC(=O)O)[nH]c1=O	102	98	0	112	98	4	3	-2
CC(C)c1ccc(/C=N/N2CCN(c3ccccn3)CC2)cc1	100	94	-1	81	100	-5	11	-4

Further compounds follow.
SMILES	LAP4 TOR yeast	RPL19A TOR yeast	AHR activator	CR mimetic SO	MEP2 TOR yeast	procasp3 activ	GASC-1 inh	procasp7 counter
CC(=O)Nc1nc(C)nc(C)c1C(C)=O	90	98	0	120	95	-10	-3	-4
CC(=O)N1CCN(c2ccc(NC(=S)NC(=O)/C=C/c3ccccc3)cc2)CC1	99	101	0	100	106	-3	-4	-5
CCOc1ccc(S(=O)(=O)N2CCC(C(=O)OCc3cccc(OC)c3OC)CC2)cc1	113	95	0	111	106	7	1	-1
COc1ccc(OC)c(NC(=O)C2CCN(c3ncccn3)CC2)c1	89	99	1	97	96	3	1	1
O=S(=O)(/N=C(/Nc1ccc(Cl)c(S(=O)(=O)Nc2ccccc2Cl)c1)c1ccc(F)cc1)c1ccccc1	92	102	-3	89	100	-1	-8	-4
CCN(CC)C(=S)Oc1ccc(Cl)cc1Cl	.	103	2	103	90	-6	-12	0
